D3 ag: D3 dopamine receptor (human) agonism | P35462 | D3R DiscoveRx beta-arrestin cells, luminescence, 90 min | max activation, % | 410,000 compounds, 0.58% hits; in the data active means max activation above about 30%; further: 0% is about no effect; mostly tested at two doses, the higher about 12 µM
Target sequence (P35462 whole entry, looked up): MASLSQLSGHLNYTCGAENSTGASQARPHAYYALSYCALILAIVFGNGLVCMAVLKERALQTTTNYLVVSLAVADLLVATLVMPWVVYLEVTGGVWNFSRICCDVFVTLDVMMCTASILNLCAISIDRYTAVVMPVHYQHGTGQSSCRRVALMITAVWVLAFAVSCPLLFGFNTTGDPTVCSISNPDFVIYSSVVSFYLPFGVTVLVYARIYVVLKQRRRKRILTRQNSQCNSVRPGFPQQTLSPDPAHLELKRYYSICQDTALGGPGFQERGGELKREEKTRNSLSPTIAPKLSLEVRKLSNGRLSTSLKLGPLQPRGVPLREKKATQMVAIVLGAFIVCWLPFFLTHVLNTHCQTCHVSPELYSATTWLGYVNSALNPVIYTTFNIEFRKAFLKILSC
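Cells at 1500/well, incubated overnight, then treated with pinned compounds (dopamine as control) for 90 min at 37 degrees C. DiscoveRx reagent added for 30 - 60 minutes at room temperature; luminescence read.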
EPAC2 agonist: activates human EPAC2 exchange factor; Q8WZA2; EPAC2 activation, biochemical qHTS; response scale: 100% = 6.5 mM cAMP response; Potency, µM (doses to about 154 µM), for inactives: at the top dose activation, most hits filed as activators; 360,000 compounds, 0.079% hits; AID 720711; further: potency means the concentration at half of the fitted maximal effect; nearly all actives have a fitted effect of over 50% in size
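Each well held 100 nM EPAC2, 250 nM RAP1B-BODIPY-GDP and 50 uM GDP. Fluorescence, read at 5-min intervals to 30 min, was referenced to a 6.5 mM cAMP positive control.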
TDP-43 yeast inh: TDP-43 toxicity inhibition in yeast. Potency, µM (top dose mostly 46.1 µM), without a hit: at the top dose growth rescue (activation), actives largely listed as activators. AID 652104. 410,000 compounds, 1.8% hits. TDP-43 expressing yeast growth rescue, BacTiter-Glo, 24 h; further: potency means the concentration at half of the fitted maximal effect; % of control where 0% means no effect; nearly all actives have a fitted effect of over 50% in size
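Yeast cells expressing TDP-43 under galactose induction are exposed to compounds for 24 hr at 30 deg C. BacTiter-Glo luminescence measures growth, so protective compounds score as activators.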
Abeta rescue: compounds reversing amyloid beta toxicity in yeast; yeast expressing A-beta42, growth rescue, OD600, 48 h; response scale: 0% DMSO, 100% iron-clioquinol control; Potency, µM (series often up to 46.1 µM), inactives show at the highest dose growth rescue, most hits filed as activators; 410,000 compounds, 0.063% hits; AID 1347071; further: potency means the concentration at half of the fitted maximal effect; nearly all actives have a fitted effect of over 55% in size
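Yeast growth medium received pinned compounds, then yeast cells expressing toxic A-beta were added; plates incubated at 30 C for 48 hr. Growth read as absorbance at 600 nm, normalized to DMSO and equimolar FeCl3 plus clioquinol controls.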
EPAC2 antag: EPAC2 (human) antagonism. Q8WZA2. EPAC2 GEF exchange of Rap1B-BODIPY-GDP, fluorescence. Potency, µM (titrated, usually from 114 µM), inactives show at the highest dose activity, negative = inhibition, actives largely listed as inhibitors. 360,000 compounds, 0.18% hits. AID 720708; further: potency means the concentration at half of the fitted maximal effect; on the % scale 0 is the no-effect control and ±100 the full control effect; nearly all actives have a fitted effect of over 45% in size; many of its hits are not listed in these tables
D3 antag: antagonists of human D3 dopamine receptor; P35462; D3R cells, DiscoveRx beta-arrestin luminescence, antagonist mode; hits give low values; max response, negative = inhibition, %; 360,000 compounds, 2.5% hits; in the data active means max response below about -50%; inconclusive means no clear call, values can overlap the other calls; further: on the % scale 0 is the no-effect control and ±100 the full control effect; mostly tested at two doses, the higher about 12 µM
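Cells plated overnight at 1500 cells/well, then exposed to library compounds with dopamine controls for 90 minutes at 37 degrees C. DiscoveRx reagent added for 30–60 minutes at room temperature; luminescence read, quantitative HTS format.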
aSyn rescue: inhibitors of alpha-synuclein toxicity in yeast. Yeast expressing alpha-synuclein, growth rescue, BacTiter-Glo, 24 h. 370,000 compounds, 0.14% hits. AID 652106. Potency, µM (series often up to 46.1 µM), inactives show at the highest dose growth rescue (activation), hits mostly activators; further: potency means the concentration at half of the fitted maximal effect; % of control where 0% means no effect; nearly all actives have a fitted effect of over 65% in size
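Galactose-induced alpha-syn yeast (OD600=0.02, raffinose-pregrown) + pinned cpd, 24 hr, 30 deg C; growth by BacTiter-Glo luminescence. Growth restoration scores as activation.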
FUS suppressor: FUS proteinopathy suppression in yeast; S. cerevisiae FUS-expressing, growth rescue, OD600, 24 h; Potency, µM (doses to about 76.6 µM), for inactives: at the top dose growth rescue (activation), most hits filed as activators; 390,000 compounds, 0.24% hits;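 further: potency means the concentration at half of the fitted maximal effect; plate controls were DMSO vehicle for no effect and reference control for full effect; nearly all actives have a fitted effect of over 55% in size; some results filed as inactive show a strong effect at the top dose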
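Compound concentration series was pinned onto galactose-induced FUS-expressing yeast seeded at OD 0.005. Plates sat 24hr at 30C; absorbance at 600 nm gave growth. DMSO served as background control.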
* hit, by the source's call; u = inconclusive; x = no result given; & = joins results of further samples; [ ] = dose if it differs, or a comment. Unless noted, the call rests on the fitted dose curve; in most records, active means well fitted curve in the direction sought with a large enough effect; inconclusive means small, poorly fitted or top-dose-only effect, or another doubt; inactive means no such curve, though single readings can be large; an effect the other way counts as inactive or inconclusive. These rows are one share of the data, so the mix of outcomes need not match the whole.

| SMILES | D3 ag | EPAC2 agonist | TDP-43 yeast inh | Abeta rescue | EPAC2 antag | D3 antag | aSyn rescue | FUS suppressor |
| --- | --- | --- | --- | --- | --- | --- | --- | --- |
| COc1cccc(NC(=O)[C@H](CC(C)C)NC(=O)N2CCn3c2nc2ccccc23)c1 | -1 | 18% | -3% | 18% | -6% | 1 | 14% | 6% |
| CCCc1cc(C(=O)OC)c(NC(=O)CCCC(=O)O)s1 | -8 | 6% | -29%[0.397 µM] | 6% | 13% | 1 | 21% | 28% |
| CCCCCCCCN1C(=O)[C@H](CC(=O)N2CCSCC2)C[C@@]2(C(=O)OC)CC(C)(C)CC=C12 | 2 | -11% | 11% | 21% | -20% | -18 | -13% | u |
| COc1ccccc1Cn1c(C)c(C(=O)NCc2ccc3c(c2)OCCO3)sc1=O | 1 | 10% | 0% | 8% | 1% | 13 | 0% | u |
| O=C(NCc1cccs1)c1ccc(S(=O)(=O)N2CCCCC2)cc1 | -15 | -3% | 0% | -8% | 11% | 2 | 1% | 8% |
| COc1ccc(/C=C2\SC(=O)N(CCNC(=O)C3CSC4(C)CCC(=O)N34)C2=O)cc1 (stereo unspecified) | 3 | -5% | 25% | 12% | -1% | 28 | 10% | 17% |
| CON1C(=O)C(=O)N(OC)C2CCCCC21 (stereo unspecified) | 2 | 12% | -10% | 0% | -4% | -24 | -2% | -18% |
| O=[N+]([O-])c1ccc(Cl)c(/C=N/N2CCN(Cc3ccccc3)CC2)c1 | 0 | 2% | 2% | -1% | 5% | -16 | x | -24% |
| CC1(CC(=O)N/N=C/c2ccc(-c3ccc(C(=O)O)cc3)o2)OCCO1 | 2 | 1% | -1% | 14% | 5% | 5 | 6% | 9% |
| COC(=O)c1ccc(-c2cc(C(=O)O)c3cc4c(cc3n2)OCCO4)cc1 | 4 | 1% | 7% | 2% | -4% | u | -1% | 4% |
| COc1cc(OC)c(C(=O)Nc2cccc3ccccc23)cc1OC | -3 | 9% | -4% | -19% | 4% | -6 | -8% | -10% |
| CC(C(=O)Nc1ccccc1-c1ccccc1)N1CCCCC1 (stereo unspecified) | -7 | 4% | 2% | 15% | 3% | -5 | 1% | -15% |
| N=c1n(Cc2ccc(Cl)cc2)c2ccccc2n1CC(O)COc1ccccc1 (stereo unspecified) | 12 | 16% | -5% | 7% | -3% | 11 | -16% | 10% |
| O=C(c1ccncc1)N1CCN(C2CCCCC2)CC1 | 6 | 14% | 3% | 9% | 1% | 5 | -1% | 7% |
| CCCCN(CC)CCNC(=O)CCNC(=O)Cn1ccc2ccccc2c1=O | 16 | 7% | -2% | -7% | -4% | 2 | 1% | 11% |
| O=C(NCCc1csc(-c2ccc(C(F)(F)F)cc2)n1)c1cccs1 | 3 | 0% | 22µM* | -12% | -26% | 17 | -14% | u |

3 neighbouring compounds out of the list so far, for reference:
| SMILES | D3 ag | EPAC2 agonist | TDP-43 yeast inh | Abeta rescue | EPAC2 antag | D3 antag | aSyn rescue | FUS suppressor |
| --- | --- | --- | --- | --- | --- | --- | --- | --- |
| O=C(c1ccncc1)N1CCN(C2CCCCC2)CC1 | 6 | 14% | 3% | 9% | 1% | 5 | -1% | 7% |
| CCCCN(CC)CCNC(=O)CCNC(=O)Cn1ccc2ccccc2c1=O | 16 | 7% | -2% | -7% | -4% | 2 | 1% | 11% |
| O=C(NCCc1csc(-c2ccc(C(F)(F)F)cc2)n1)c1cccs1 | 3 | 0% | 22µM* | -12% | -26% | 17 | -14% | u |

Following part.
| SMILES | D3 ag | EPAC2 agonist | TDP-43 yeast inh | Abeta rescue | EPAC2 antag | D3 antag | aSyn rescue | FUS suppressor |
| --- | --- | --- | --- | --- | --- | --- | --- | --- |
| O=[N+]([O-])c1cc([N+](=O)[O-])c(Oc2ccc(F)cc2F)cc1NN1CCCCC1 | -7 | 3% | 0% | 6% | -12% | -13 | -8% | 6% |
| COc1ccc(CCNc2nc(C)c(C(C)=O)s2)cc1OC | 1 | 7% | 12% | -11% | 6% | 21 | -30% | 30% |
| CCn1c(COc2cccc(C)c2)nnc1SCC(=O)Nc1cccc(C(=O)OC)c1 | -2 | 17% | 20µM* | 13% | -11% | -24 | 6% | -13% |
| COc1ccc(N2C(=O)CC(C3CCCO3)C2=O)cc1 (stereo unspecified) | 1 | 6% | -13%[9.22 µM] | -8% | -2% | 5 | 1% | -4% |
| O=S(=O)(c1cccs1)N1CCN(c2ccccc2Cl)CC1 | -30 | 15% | -18% | -11% | -14% | -20 | -1% | x |
| CC(=O)Nc1ccc2ccc3cccc4ccc1c2c34 | -1 | 6% | 3% | 2% | 4% | u | 9% | -16% |
| Nn1c(SCC(=O)NC2CCCCCC2)nnc1C(F)(F)F | 7 | 5% | 4% | 11% | -2% | 8 | 1% | -12% |
| CCN(Cc1ccncc1)C(=O)c1cc(Br)cc(Br)c1O | 21 | 4% | -19%[1.82 µM] | 14% | 6% | -11 | 1% | 14% |
| O=C(Nc1cc(Cl)ccc1-n1cncn1)c1cccc(S(=O)(=O)N2CCOCC2)c1 | 1 | 9% | 15% | 18% | 3% | -6 | 0% | 32% |
| O=C(N/N=C/c1cn(-c2cccs2)nc1-c1ccccc1)c1ccccc1Br | 1 | 22% | -11% | 2% | 0% | 8 | 7% | u |
| COc1cccc(C2C(C(N)=O)=C(C)Nc3nc(CCCO)nn32)c1 (stereo unspecified) | -1&7 | 15% | u | 1%&-5% | 9% | -15 | 1% | -27%&-5% |
| COc1ccccc1NC(=O)c1nnn(CC(=O)Nc2cc(C)cc(C)c2)c1N | 7 | 0% | 5% | x | 2% | 19 | -3% | -3% |
| COc1cccc(C(=O)N(C)C(C)c2nc3ccccc3s2)c1 (stereo unspecified) | 2 | 5% | -13% | -16% | 9% | -5 | 1% | 31% |

In the list so far, two contain a nitro group on carbon.
| SMILES | D3 ag | EPAC2 agonist | TDP-43 yeast inh | Abeta rescue | EPAC2 antag | D3 antag | aSyn rescue | FUS suppressor |
| --- | --- | --- | --- | --- | --- | --- | --- | --- |
| O=[N+]([O-])c1ccc(Cl)c(/C=N/N2CCN(Cc3ccccc3)CC2)c1 | 0 | 2% | 2% | -1% | 5% | -16 | x | -24% |
| O=[N+]([O-])c1cc([N+](=O)[O-])c(Oc2ccc(F)cc2F)cc1NN1CCCCC1 | -7 | 3% | 0% | 6% | -12% | -13 | -8% | 6% |

4 structures from above, ordered by molar mass, largest number first:
| SMILES | D3 ag | EPAC2 agonist | TDP-43 yeast inh | Abeta rescue | EPAC2 antag | D3 antag | aSyn rescue | FUS suppressor |
| --- | --- | --- | --- | --- | --- | --- | --- | --- |
| O=C(N/N=C/c1cn(-c2cccs2)nc1-c1ccccc1)c1ccccc1Br | 1 | 22% | -11% | 2% | 0% | 8 | 7% | u |
| O=C(Nc1cc(Cl)ccc1-n1cncn1)c1cccc(S(=O)(=O)N2CCOCC2)c1 | 1 | 9% | 15% | 18% | 3% | -6 | 0% | 32% |
| COc1ccccc1NC(=O)c1nnn(CC(=O)Nc2cc(C)cc(C)c2)c1N | 7 | 0% | 5% | x | 2% | 19 | -3% | -3% |
| Nn1c(SCC(=O)NC2CCCCCC2)nnc1C(F)(F)F | 7 | 5% | 4% | 11% | -2% | 8 | 1% | -12% |

Assay outcomes deposited in PubChem by National Center for Advancing Translational Sciences (NCATS).
